Screens as filed in PubChem.
Tau fluor counter – counter-screen for tau fibril formation inhibitors. tau K18 P301L Alexa594 fluorescence, heparin fibrillization. Potency, µM (doses to about 57.7 µM), without a hit: at the top dose activity change, negative = decrease. actives 0.93% (n = 280,000). AID 1463; also: % is scaled to controls: 0 for no effect and ±100 for the full control effect; nearly all actives have a fitted effect of over 55% in size
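Human tau K18 P301L (15 uM unlabeled, 0.24 uM Alexa 594-labeled) in 100 mM sodium acetate pH 7 with 20 uM heparin, 6 hr at 37 C. ThT 30 uM added, 1 hr ambient; Alexa 594 FP and total fluorescence read at 555/632 nm.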
GAA glycogen – alters human alpha-glucosidase cleavage of glycogen; P10253; recombinant GAA, glycogen substrate, Amplex Red glucose oxidase fluorescence; Potency, µM (highest dose often 76.4 µM), without a hit: at the highest dose activity change, negative = inhibition, usual class: inhibitors; actives 0.38% (n = 300,000);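 also: 0% = full enzyme reaction and -100% = no-enzyme basal signal; the screen sought inhibitors and activators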
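Recombinant human enzyme (4 nM); glycogen substrate; 37 C, 40 min, pH 5.0. Readout: coupled glucose oxidase/Amplex Red fluorescence.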
Tau FP inhib – inhibitors of human tau fibril formation | K18 P301L tau heparin fibrillization, Alexa594 FP, 6 h | Potency, µM (titrated, usually from 57.7 µM), for the others: top-dose activity, negative = inhibition, usual class: inhibitors | actives 0.39% (n = 280,000) | P10636; also: % is scaled to controls: 0 for no effect and ±100 for the full control effect; nearly all actives have a fitted effect of over 55% in size
Target sequence (P10636 561-689 P618L limits assumed): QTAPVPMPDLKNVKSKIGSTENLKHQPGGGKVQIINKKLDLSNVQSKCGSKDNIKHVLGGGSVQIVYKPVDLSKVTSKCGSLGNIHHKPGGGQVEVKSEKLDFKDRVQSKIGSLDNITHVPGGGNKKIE
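Steps: dispense K18 P301L tau (15 uM plus 0.24 uM Alexa 594 tracer, final) in pH 7 sodium acetate; add compound; add heparin (20 uM final); incubate 6 hr, 37 C; add ThT (30 uM final); after 1 hr ambient, read FP.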
GAA inhib – blocks human lysosomal alpha-glucosidase. P10253. purified human GAA, 4-MU-alpha-glucoside fluorescence. Potency, µM (highest dose often 76.9 µM), inactives show at the highest dose activity change, negative = inhibition, usual class: inhibitors. actives 0.005% (n = 200,000). AID 1466;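 also: plate controls were uninhibited enzyme wells for no effect and no-enzyme background for full effect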
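Endpoint fluorogenic read: 20 min room-temperature reaction of 4 nM human alpha-glucosidase with 400 uM 4-methylumbelliferyl-alpha-D-pyranoside, pH 5.0, quenched with 1M NaOH/1M glycine pH 10. AC50 from Hill modeling.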
aGal spleen mod – inhibits or activates alpha-galactosidase in human spleen homogenate. P06280. Potency, µM (titrated, usually from 80 µM), inactives show top-dose activity change, negative = inhibition, usual class: inhibitors. human spleen homogenate, 4MU-alpha-Gal fluorescence, 40 min. actives 0.008% (n = 240,000). AID 2107;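 also: 0% = enzyme with vehicle and -100% = no enzyme basal signal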
Target sequence (P06280 32-429 limits assumed): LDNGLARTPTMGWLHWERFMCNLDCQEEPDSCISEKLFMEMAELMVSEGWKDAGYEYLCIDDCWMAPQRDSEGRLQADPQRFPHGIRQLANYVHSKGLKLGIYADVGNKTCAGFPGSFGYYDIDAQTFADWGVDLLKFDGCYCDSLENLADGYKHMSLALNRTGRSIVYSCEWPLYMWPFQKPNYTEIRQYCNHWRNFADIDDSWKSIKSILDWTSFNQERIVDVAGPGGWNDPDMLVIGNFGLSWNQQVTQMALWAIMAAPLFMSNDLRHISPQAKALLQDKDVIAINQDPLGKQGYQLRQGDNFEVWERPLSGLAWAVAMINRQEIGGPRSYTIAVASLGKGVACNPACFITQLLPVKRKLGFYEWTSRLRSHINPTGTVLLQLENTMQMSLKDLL
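qHTS titration in buffer at pH 5.0. Alpha-galactosidase activity in spleen homogenate was measured via 4-methylumbelliferone release from 1 mM fluorogenic substrate after 40 min at 37C and a pH 10 stop. AC50 came from Hill fits of control-normalized data.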
aGlu spleen mod – inhibits or activates alpha-glucosidase in human spleen homogenate. P10253. human spleen homogenate, 4-MU-alpha-glucoside fluorescence. actives 0.006% (n = 240,000). Potency, µM (doses to about 79.9 µM), for the others: top-dose activity change, negative = inhibition, usual class: inhibitors;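 also: 0% = enzyme with vehicle and -100% = no enzyme basal signal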
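AC50 values come from Hill-equation fits of concentration-response data, normalized to no-enzyme and full-activity controls. Enzyme source: 1 ug human spleen homogenate; 1 mM fluorogenic 4-MU glucoside, pH 5.0 citrate buffer, 37 C, 40 min.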
HTT cytoprotect – Huntington cell model cytoprotection by ATP luminescence | PC12 HTT-Q103 induced, cytoprotection, ATP luminescence, 40 h | Potency, µM (series often up to 56.4 µM), for the others: cytoprotection (ATP increase), usual class: activators | actives 0.14% (n = 230,000);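 also: % of control where 0% means no effect; nearly all actives have a fitted effect of over 45% in size; toxic huntingtin expression switched on by the ecdysone agonist tebufenozide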
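Compounds were screened for protection of PC12 cells against cell death after tebufenozide induction (100 nM final) of mutant Huntingtin exon 1 (Q103) fused to GFP.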
Tau fibril ThT – blocks human tau fibril formation measured by thioflavin T; P10636; recombinant tau K18 P301L, heparin-induced fibrillization, ThT fluorescence; Potency, µM (top dose mostly 57.4 µM), inactives show top-dose activity, negative = inhibition, most hits filed as inhibitors; actives 2.1% (n = 270,000); AID 1460; also: % is scaled to controls: 0 for no effect and ±100 for the full control effect; nearly all actives have a fitted effect of over 55% in size
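ThT emission at 510 nm, taken 1 hr after adding 30 uM dye, quantifies aggregates formed when 20 uM heparin acts on human tau K18 P301L for 6 hr at 37 C.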
Numbers without * were called inactive; ? = inconclusive; nt = not tested or not shown; [ ] = dose if it differs, or a comment. Calls follow the shape of the dose curve; as a rule, active = well fitted curve in the direction sought with a large enough effect; inconclusive = small, poorly fitted or top-dose-only effect, or another doubt; inactive = no such curve, though single readings can be large; an effect the other way counts as inactive or inconclusive. Potency is read from the fitted curve at half-maximal effect.

SMILES | Tau fluor counter | GAA glycogen | Tau FP inhib | GAA inhib | aGal spleen mod | aGlu spleen mod | HTT cytoprotect | Tau fibril ThT
N#CC1=C(Nc2ccccc2Cl)SC(c2ccccc2O)NC1=O (configuration not stated) | -25% | -2% | 32µM* | nt | 15% | -4% | 2%[10 µM] | ?
COC(=O)c1ccc(/C=N/N2CCN(Cc3ccccc3)CC2)cc1 | -8% | -16% | 5% | 2% | 24% | -11% | 6%[10 µM] | -13%
Cc1ccc(C2C(C#N)=C(N)Oc3n[nH]c(-c4cccs4)c32)s1 (configuration not stated) | ? | -6% | 3% | 3% | -7% | -24% | 2% | ?
CCn1c(CCc2ccccc2)n[nH]c1=S | -13% | -10% | -8% | 12% | 6% | -2% | 8%[10 µM] | -6%
Nc1nc(-c2ccco2)c(-c2ccco2)s1 | ? | -12% | -10% | -7% | 0% | 1% | -12% | ?
Cn1c(=O)oc2cc(S(=O)(=O)NCc3ccccn3)ccc21 | -7% | 12% | 2% | -4% | 0% | -2% | 3% | -13%
COc1ccc(Br)cc1/C=N/N1CCN(Cc2ccccc2)CC1 | ? | -28% | -3% | nt | 4% | 2% | 13%[10 µM] | -20%
COc1ccc(N2CC(C(=O)OCC(=O)NCc3ccccc3)CC2=O)cc1 (configuration not stated) | -2% | 5% | 5% | 6% | -9% | 5% | -7% | -2%
Cc1nn(C)c(C)c1/C=C/C(=O)O | 3% | 5% | -8% | ? | -4% | -29% | 11µM* | 4%
CC(=O)Nc1ccccc1OCc1cc(=O)n2c3c(sc2n1)CCCC3 | -17% | 14%[76.3 µM] | -8% | nt | nt | nt | nt | -18%
Cc1cccc(Oc2coc3cc(OC(=O)c4cccs4)ccc3c2=O)c1 | -12% | ? | 13% | 13% | 4% | -5% | -36% | ?
O=C(CCCn1cc([N+](=O)[O-])cn1)NCc1ccccc1 | -2% | 6% | 5% | -9% | 3% | nt | 13% | -2%
Cn1c(CNc2ccc(Cl)cc2)nc2ccccc21 | -17% | 1% | 2% | 1% | 11% | 4% | -37% | ?
O=C(NC1(C(F)(F)F)NC(=O)N(c2ccccc2F)C1=O)c1ccncc1 (configuration not stated) | 1% | 11% | 2% | 1% | -1% | -2% | -16%[10 µM] | -4%
CCCCN1Cc2cc(C(=O)c3cc(F)ccc3O)cnc2NC1=O | -14% | 6% | -5% | 7% | 2% | -23% | -24% | ?
CCOC(=O)C1CCN(C(=S)NC2CC3C=CC2C3)CC1 (configuration not stated) | -10% | 7% | -4% | 1% | 13% | -2% | 8%[10 µM] | -14%
Cc1cnc(-c2nnc(N(C)C(=O)c3ccccn3)s2)cn1 | -4% | 1% | -6% | 4% | 6% | 7% | 10% | -7%
COc1ccc(Cc2nc3ccc(S(N)(=O)=O)cc3[nH]2)cc1OC | -8% | -21% | -10% | 8% | 3% | -1% | 25%[10 µM] | -9%
CCOC(=O)Cc1nn(Cc2nc(-c3ccc(C#N)cc3)cs2)c(=O)c2ccccc12 | -20% | -4% | 1% | -4%[15.4 µM] | 5% | 2% | 20%[10 µM] | -12%
COc1cc(-c2nc(CN(C)Cc3nnc(C)o3)c(C)o2)ccc1F | 0% | 4% | -4% | 4% | -1% | 0% | ? | -3%
CCCCCN1CN(S(=O)(=O)c2cccs2)c2nc3ccccc3nc21 | -20% | -16% | -5% | nt | -2% | -5% | -9%[10 µM] | -10%
COc1ccc(/C=N/NC(=O)c2cccc(Br)c2)cc1COc1ccccn1 | -27% | 1% | -2% | nt | 5% | 2% | 7%[10 µM] | -2%
CC(C)(C)C1CCc2onc(C(=O)Nc3sc4c(c3C(N)=O)CCCC4)c2C1 (configuration not stated) | -21% | 12%[76.3 µM] | ? | nt | nt | nt | nt | ?
O=C(CSCc1ccc(F)cc1)N1CCN(c2ccc(F)cc2)CC1 | -15% | -6% | 12% | -1% | 1% | 4% | 4% | -16%
O=S(=O)(NCc1c(Cl)cccc1Oc1ccccc1)c1ccccc1 | ? | -6% | -5% | nt | 0% | -5% | 13%[10 µM] | -5%

(next part)
SMILES | Tau fluor counter | GAA glycogen | Tau FP inhib | GAA inhib | aGal spleen mod | aGlu spleen mod | HTT cytoprotect | Tau fibril ThT
NS(=O)(=O)c1cc(C(=O)N=Nc2c(O)[nH]c3ccccc23)ccc1Cl | -30% | 9% | 1% | -8% | -3% | -1% | -23%[10 µM] | 14µM*
OC(COc1ccc(-c2ccccc2)cc1)CN1CCOCC1 (configuration not stated) | -3% | 7% | 7% | -5% | 4% | 7% | 4%[10 µM] | -12%
CCN(c1nc(N)c(C(=O)N=C(N)N)nc1Cl)C(C)C | -13% | nt | -5% | nt | 11% | -10% | 32%[1.9 µM] | -12%
COc1ccc(CN2CCNC(=O)C2CC(=O)N(C)Cc2nccn2C)cc1OC (configuration not stated) | 11% | -6% | 1% | nt | 7% | -1% | 4%[10 µM] | 4%
O=C(CSc1ccc2nnc(CCNS(=O)(=O)c3ccccc3)n2n1)Nc1nc2ccccc2s1 | -9% | 12% | -9% | -1% | 1% | 0% | 0%[10 µM] | 8%
N#Cc1ccc(C(=O)Nc2nnc(-c3ccco3)o2)cc1 | -1% | 2% | 5% | -13% | -4% | nt | -23% | -2%
CNC(=O)c1c(C)nn(-c2ccc(F)c(Cl)c2)c1-c1cc(C)on1 | -15% | 4% | -13% | nt | 1% | -2% | 0%[10 µM] | -8%
C/C=C/C(=O)Nc1cccc(C2=NOC3(C2)C[C@@H](C(N)=O)N(C(=O)C(c2ccccc2)c2ccccc2)C3)c1 (some centres not stated) | -16% | -6% | 17% | nt | -10% | -1% | 11%[10 µM] | -13%
O=C(O)Cc1csc(NC(=O)c2ccco2)n1 | -2% | -4% | -3% | 2% | 3% | 0% | -1% | -17%
O=C1/C(=C/c2cccs2)NC(=S)N1C1CC1 | -10% | 5% | 6% | 6% | -5% | -3% | nt | ?
COc1ccc(C(=O)/C=C(\C)Nc2ccc3c(c2)OCO3)cc1 | ? | 35µM* | 6% | -13% | 0% | 3% | -23% | 13µM*
CCOC(=O)N1CCC(NC(=O)c2ccc3c(c2)N(Cc2ccc(F)cc2)C(=O)c2ccccc2S3(=O)=O)CC1 | -7% | -4%[76.3 µM] | 8% | nt | nt | nt | nt | 9%
COc1ccc(CNC(=O)c2cc(Nc3ccc(C)cc3C)nc3ccccc23)cc1 | ? | -14%[76.3 µM] | -10% | nt | nt | nt | nt | -1%
CN(C)c1ccc(-c2n[nH]c(=S)n2-c2ccccc2)cc1 | -7% | -11% | 9% | -2% | 7% | 2% | nt | -7%
CCn1cc([N+](=O)[O-])c(C(=O)Nc2nc3ccc(OC)cc3s2)n1 | -6% | 7% | -3% | -6% | 1% | 3% | -12% | -18%
NC(=S)Nn1c(-c2ccccc2)nc2ccccc2c1=O | 5% | 7% | 0% | 0% | -6% | -4% | 11%[0.074 µM] | 1%
CCCCCCCCCCCC(=O)NC(C(=O)O)C(O)c1ccccc1 (configuration not stated) | 14% | -6% | 5% | 0% | 4% | 9% | -9%[10 µM] | 20%
CC(C)c1nnc(SCC(=O)N2CCc3ccccc32)n1N | 2% | -2% | -6% | 8% | -1% | 5% | 7%[10 µM] | -19%
CN(NC1OC(=O)c2ccccc21)c1ccc(C(F)(F)F)cc1[N+](=O)[O-] (configuration not stated) | -10% | 3% | 3% | -3% | -8% | -4% | 28%[10 µM] | ?
CC(NC(=O)c1ccc(S(=O)(=O)C(F)F)cc1)c1ccccc1 (configuration not stated) | 1% | -2% | 5% | 0% | 2% | 9% | 13%[10 µM] | 4%
O=C(Nc1ccc(S(=O)(=O)N2CCCC2)cc1)c1cccnc1 | -3% | -3% | 7% | -5% | -3% | -7% | -1% | -1%
Cc1cc(C)n(C(=O)CNC(=O)c2ccco2)n1 | 5% | 9% | 7% | 1% | 3% | 1% | -7%[10 µM] | 5%
O=C(c1cn(-c2ccccc2)nc1-c1ccccc1)n1nnc2ccccc21 | -13% | -1% | 4% | -4% | 15% | -10% | 7% | -26%
COC(=O)c1ccccc1N=Nc1c(C)noc1C | -19% | 4% | 0% | nt | -10% | -1% | 13%[10 µM] | ?
Cc1cc(=O)oc2cc(N3C(=O)CC(Cc4ccccc4)C3=O)ccc12 (configuration not stated) | -3% | -4% | 1% | ? | 3% | -9% | 18%[10 µM] | -5%

By substructure, the entries above containing a furan ring, fused or not
SMILES | Tau fluor counter | GAA glycogen | Tau FP inhib | GAA inhib | aGal spleen mod | aGlu spleen mod | HTT cytoprotect | Tau fibril ThT
Nc1nc(-c2ccco2)c(-c2ccco2)s1 | ? | -12% | -10% | -7% | 0% | 1% | -12% | ?
N#Cc1ccc(C(=O)Nc2nnc(-c3ccco3)o2)cc1 | -1% | 2% | 5% | -13% | -4% | nt | -23% | -2%
O=C(O)Cc1csc(NC(=O)c2ccco2)n1 | -2% | -4% | -3% | 2% | 3% | 0% | -1% | -17%
Cc1cc(C)n(C(=O)CNC(=O)c2ccco2)n1 | 5% | 9% | 7% | 1% | 3% | 1% | -7%[10 µM] | 5%

Additional compounds.
SMILES | Tau fluor counter | GAA glycogen | Tau FP inhib | GAA inhib | aGal spleen mod | aGlu spleen mod | HTT cytoprotect | Tau fibril ThT
O=S(=O)(c1cccc(C(F)(F)F)c1)N1CCN(C(=S)NC2CC2)CC1 | -2% | 6% | -1% | -13% | -25% | 0% | 19%[10 µM] | 0%
Cc1ccc(-n2[nH]c(C)c(C=NCc3ccncc3)c2=O)cc1 | -6% | 8% | -6% | nt | 7% | 4% | -11%[10 µM] | -18%
COCC(=O)n1nc(-c2ccccc2)nc1NCc1ccc(F)cc1 | -18% | 6% | 5% | 11% | 2% | 1% | -14% | -11%
S=C(NCc1ccco1)Nc1cc(-c2ccccc2)[nH]n1 | -12% | ? | 1% | 6% | 2% | -13% | 5%[10 µM] | -1%
O=C(Nc1ccccc1SCC1CSc2nc3ccccc3c(=O)n21)c1ccccc1Cl (configuration not stated) | -3% | 4% | 5% | 3% | 6% | 3% | -1%[10 µM] | -3%
O=C(COc1ccccc1)N1CCN(S(=O)(=O)c2cccc([N+](=O)[O-])c2)CC1 | -13% | -1% | -2% | -3% | -1% | -1% | -33%[inhibitor] | 4%
COc1cc(C(=S)N(C)C)ccc1O | -7% | ? | -4% | -3%[15.4 µM] | 6% | -7% | 2%[0.074 µM] | ?
O=C(CSc1nncc2ccccc12)Nc1cccc(C(=O)O)c1 | 9% | 1% | -10% | nt | 5% | 3% | -1%[10 µM] | nt
